# Assay outcomes as filed in PubChem.
# B2AR arrestin: qHTS assay of beta-arrestin-biased ligands of beta2-adrenergic receptor; Beta-2 adrenergic receptor (Homo sapiens), P07550; beta-arrestin recruitment to beta2AR, cell-based reporter; Potency, µM (titrated, usually from 46.1 µM), without a hit: top-dose activation, actives largely listed as activators; 330,000 compounds, 0.02% hits; AID 492947, 2010;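 note: potency is the fitted concentration of half-maximal effect; 0% = DMSO controls and full agonism = EC100 isoproterenol or metaproterenol; nearly all actives have a fitted effect of over 65% in size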
# Target sequence (P07550 whole entry, looked up): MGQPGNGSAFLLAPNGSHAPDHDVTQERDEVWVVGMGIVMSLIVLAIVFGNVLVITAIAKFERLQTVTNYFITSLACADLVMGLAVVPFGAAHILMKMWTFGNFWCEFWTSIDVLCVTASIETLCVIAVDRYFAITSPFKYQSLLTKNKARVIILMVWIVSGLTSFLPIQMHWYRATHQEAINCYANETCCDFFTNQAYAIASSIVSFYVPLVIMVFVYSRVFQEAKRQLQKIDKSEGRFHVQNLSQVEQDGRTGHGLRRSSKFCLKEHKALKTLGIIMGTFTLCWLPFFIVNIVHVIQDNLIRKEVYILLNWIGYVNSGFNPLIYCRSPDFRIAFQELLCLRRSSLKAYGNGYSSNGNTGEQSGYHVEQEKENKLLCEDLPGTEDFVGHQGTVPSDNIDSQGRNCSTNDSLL
# p53 reactivation: qHTS assay for re-activators of p53 using a Luc reporter. AID 504706, 2011. 320,000 compounds, 0.063% hits. Potency, µM (doses to about 92.2 µM), inactives show top-dose activity change, positive = activation, most hits filed as activators. H1299 p53-A138V BP100-luciferase reporter, luminescence, 24 h; note: potency is the fitted concentration of half-maximal effect; % of control where 0% means no effect; nearly all actives have a fitted effect of over 45% in size
#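 H1299 (p53-null), stable ts p53-A138V + BP100-Luc; 1000 cells/well, Opti-MEM/10% FBS; cpd 4 pt, 1:5; 24 h, 37 deg C, 5% CO2; detection reagent 10 min RT; luminescence.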
# a7 integrin act: qHTS for Activators of Integrin-Mediated Alleviation for Muscular Dystrophy. Potency, µM (highest dose often 38.3 µM), without a hit: at the highest dose activation, usual class: activators. 350,000 compounds, 0.064% hits. alpha7betagal myoblasts, beta-gal FDG fluorescence, 48 h;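 note: potency is the fitted concentration of half-maximal effect; 100% = response of the positive control SU9516; nearly all actives have a fitted effect of over 60% in size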
#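 alpha7betagal+/- myoblasts (passage 13, 250/well) treated 48 h at 37C with compounds at 1:260 dilution of DMSO stock. Lysed, then beta-galactosidase activity read as FDG fluorescence (ex 480/em 540) after 30 min, with pre-read for autofluorescence.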
# ASM inhibitor: Inhibitors of Secretory Acid Sphingomyelinase (S-ASM): qHTS | Sphingomyelin phosphodiesterase (Homo sapiens), P17405 | placental ASM, HMU-PC fluorogenic substrate, 60 min | Potency, µM (highest dose often 57.5 µM), for inactives: at the highest dose activity change, negative = inhibition, hits mostly inhibitors | 340,000 compounds, 0.006% hits | AID 504937, 2011; note: potency is the fitted concentration of half-maximal effect
#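 Human placenta-derived ASM enzyme was preincubated with compound for 10 minutes at room temperature, then given fluorogenic substrate HMU-PC0 (9 uM final) for 60 minutes at 37 °C; a pH 10 stop preceded fluorescence reading at Ex 386/Em 447 nm.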
# TRPV1 ag: HTS Assay for Compounds that Act as Agonists of the Vanilloid Receptor 1. TRPV1-expressing cells, Fluo-8 calcium influx, agonist mode. activation, % at 8.33 µM. 320,000 compounds, 0.19% hits; in the data active = activation above about 80%; inconclusive = between about 30% and that limit; note: 0% is about no effect
#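 Fluo-8 calcium influx in TRPV1-expressing cells, kinetic read (ex 480/em 520 nm). Compound added and read 3 min for agonist activity, followed by capsaicin at EC20 final and 2 min further read for enhancement.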
# BRCA1 expr up: qHTS Assay to Identify Small Molecule Activators of BRCA1 Expression; 380,000 compounds, 1.1% hits; Potency, µM (series often up to 46.1 µM), inactives show at the top dose activation, hits mostly activators; MCF7-BRCA1-FFLuc reporter, luminescence, 48 h; response scale: scaled: vehicle 0%, 10 µM genistein 100%; note: potency is the fitted concentration of half-maximal effect; nearly all actives have a fitted effect of over 80% in size; some results filed as inactive show a strong effect at the top dose
#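 MCF7 cells carrying a BRCA1-firefly luciferase reporter (2000 cells/well, phenol-red free MEM) were attached for 2 h at 37 °C, then given compounds for 48 h. Luminescence was read 15 min after luciferase reagent; activity normalized to genistein (10 microM) and DMSO.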
# USP2a block: qHTS Assay for Inhibitors of Ubiquitin-specific Protease USP2a Using CHOP2 as the Reporter; USP2 core, Ub-CHOP2 coupled fluorogenic reporter, 485/531; Potency, µM (top dose mostly 38.3 µM), for inactives: at the highest dose activity change, negative = inhibition, actives largely listed as inhibitors; 330,000 compounds, 0.01% hits;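 note: potency is the fitted concentration of half-maximal effect; plate controls were DMSO wells for no effect and full inhibition by NEM control for full effect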
# Target sequence (O75604 whole entry, looked up): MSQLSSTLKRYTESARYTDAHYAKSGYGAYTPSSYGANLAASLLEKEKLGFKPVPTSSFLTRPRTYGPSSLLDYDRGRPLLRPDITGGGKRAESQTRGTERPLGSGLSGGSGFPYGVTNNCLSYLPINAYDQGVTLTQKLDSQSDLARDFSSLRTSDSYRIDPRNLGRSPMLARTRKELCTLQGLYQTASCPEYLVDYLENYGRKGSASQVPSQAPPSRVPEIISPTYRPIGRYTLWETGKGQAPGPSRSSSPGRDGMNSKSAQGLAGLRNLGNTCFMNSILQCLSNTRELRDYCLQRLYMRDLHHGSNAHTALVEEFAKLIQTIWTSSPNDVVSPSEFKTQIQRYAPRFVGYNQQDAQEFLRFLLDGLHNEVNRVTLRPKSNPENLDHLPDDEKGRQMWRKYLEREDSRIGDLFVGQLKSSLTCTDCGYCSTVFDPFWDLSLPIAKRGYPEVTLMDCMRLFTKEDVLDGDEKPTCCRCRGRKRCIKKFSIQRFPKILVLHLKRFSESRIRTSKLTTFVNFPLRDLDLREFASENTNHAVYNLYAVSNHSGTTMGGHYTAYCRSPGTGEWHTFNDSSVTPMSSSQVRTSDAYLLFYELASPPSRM
#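 USP2 core (10nM final) preincubated 30min RT with compound in 20mM Tris-HCl pH 8.0, 2mM CaCl2, 2mM beta-mercaptoethanol, 0.05% CHAPS; 25nM Ub-CHOP2 plus 25nM reporter substrate added, fluorescence (Ex485/Em531) read after 60min.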
# Eya2 phos inh: qHTS Assay for Inhibitors of the Phosphatase Activity of Eya2; recombinant Eya2, OMFP fluorescence dephosphorylation (OMFP is methylfluorescein phosphate); Potency, µM (top dose mostly 76.9 µM), inactives show top-dose activity, negative = inhibition, hits mostly inhibitors; 330,000 compounds, 0.006% hits; AID 488837, 2010; note: potency is the fitted concentration of half-maximal effect; % is set by controls: 0 for no effect and ±100 for the full control effect
#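 Eya2 protein (added as 0.2 uM solution) was preincubated with compound for 10 min at ambient temperature in 50 mM HEPES pH 7.5, 50 mM NaCl, 5 uM MgCl2, 0.05% BSA, 1 mM DTT. OMFP (added at 50 uM) then reacted 10 min; fluorescence read at 485/525 nm.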
# ELG1 genotox: qHTS screen for small molecules that induce genotoxicity in human embryonic kidney (HEK293T) cells expressing luciferase-tagged ELG1. 330,000 compounds, 1.3% hits. AID 504466, 2011. HEK293T ELG1-luciferase reporter, luminescence, 16 h. Potency, µM (doses to about 46 µM), for the others: top-dose activity change, positive = activation, actives largely listed as activators; note: potency is the fitted concentration of half-maximal effect; % of control where 0% means no effect; nearly all actives have a fitted effect of over 60% in size
#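 Genotoxic stress is detected as increased luminescence from luciferase-tagged ELG1 in HEK293T cells, measured with ONE-Glo after a 16 hr treatment at 37 °C.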
# PTAP TSG101 blk: qHTS Assay for Iinhibitors of HIV-1 Budding by Blocking the Interaction of PTAP/TSG101; Tumor susceptibility gene 101 protein (Homo sapiens), Q99816; Potency, µM (series often up to 115 µM), inactives show at the top dose activity change, negative = inhibition, actives largely listed as inhibitors; 340,000 tested, under 10 active; Fluorescence polarization, FITC-PTAP peptide / Tsg101 binding; AID 493005, 2010; active = well fitted inhibition curve with a large enough effect in the main read-out, with a control signal flat, not every such curve was filed as active; inconclusive = small, poorly fitted or top-dose-only effect, or effect the other way, or a change in a side signal; inactive = no such curve, though single readings can be large or run the other way; note: potency is the fitted concentration of half-maximal effect; % of control where 0% means no effect
#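 Compounds were pin-transferred onto Tsg101 binding domain (10 uM final) in HEPES pH 7.5 buffer, then FITC-PTAP peptide was added at 50 nM final. After 20 min at RT, polarization reported peptide displacement across a qHTS concentration series.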
# uPA surface inh: qHTS for Inhibitors of Cell Surface uPA Generation. cell surface uPA generation assay, qHTS. Potency, µM (top dose mostly 38.3 µM), inactives show top-dose activity change, negative = inhibition, most hits filed as inhibitors. 330,000 compounds, 0.31% hits; active = well fitted inhibition curve with a large enough effect; inconclusive = small, poorly fitted or top-dose-only effect; inactive = no such curve, though single readings can be large or run the other way; tested in mouse RAW 264.7 cells; note: potency is the fitted concentration of half-maximal effect; % is set by controls: 0 for no effect and ±100 for the full control effect; nearly all actives have a fitted effect of over 55% in size
# Active calls of the source: *; i = inactive; ? = inconclusive; . = no result given; [ ] = another dose, or the depositor's remark. Unless noted, calls come from the whole dose curve; as a rule, active = well fitted curve in the direction sought with a large enough effect; inconclusive = small, poorly fitted or top-dose-only effect, or another doubt; inactive = no such curve, though single readings can be large; an effect the other way counts as inactive or inconclusive.
No.	smiles	B2AR arrestin	p53 reactivation	a7 integrin act	ASM inhibitor	TRPV1 ag	BRCA1 expr up
1	Cn1cc(C(=O)NCc2cccnc2)c(=O)c2cc(S(=O)(=O)N3CCCCCC3)ccc21	-0.3%	17%	.	.	1	.
2	Cc1cccc(NS(=O)(=O)c2ccc(C)c(C(N)=O)c2)c1	0.2%	1%	-24%	-2%	0	-9%
3	O=C(Nc1nnc(-c2ccccc2)s1)c1ccccc1O	0.4%	?	2%	-2%	3	?
4	CN(C)S(=O)(=O)c1ccc(N2C(=O)CC2(/C=C/c2ccccc2)C(=O)NC2CCCC2)cc1 (configuration not stated)	-0.8%	-6%	23%	-1%	1	-3%
5	CCCCNC(=O)C1CC(=O)N(CCc2ccc(C)cc2)C1 (configuration not stated)	0.5%	0%	-11%	3%	-2	-23%
6	COc1ccc(NC(=S)N2CCN(C(=O)c3ccco3)CC2)cc1OC	0.4%	-1%	-13%	0%	2	-16%
7	CCN1CCN(C(=S)NCC(C)C)CC1	-0.7%	-1%	8%	5%	-1	4%
8	CCOC(=O)C1CCCCN1S(=O)(=O)c1ccc2c(c1)CC(C)N2C(=O)C1CCC1 (configuration not stated)	0.0%	-10%	-30%	1%	?	-8%
9	COc1ccccc1-c1noc(-c2ccccc2C(=O)N2CCOCC2)n1	0.8%	-4%	3%	-1%	-3	-16%
10	CC(=O)Nc1ccc(S(=O)(=O)NCC2CCC(C(=O)NCCCN3CCCC3=O)CC2)cc1 (configuration not stated)	0.0%	-3%	-4%	5%	1	-7%

No.	USP2a block	Eya2 phos inh	ELG1 genotox	PTAP TSG101 blk	uPA surface inh
1	3%	-1%	0%	.	.
2	-1%	6%	-5%	-7%	2%
3	0%	3%	2%	0%	-1%
4	3%	5%	-1%	-1%	-1%
5	0%	-30%	-3%	-4%	0%
6	2%	-6%	15%	.	-1%
7	0%	-11%	1%	-4%	9%
8	1%	-4%	-9%	1%	-4%
9	4%	-1%	-6%	0%	-1%
10	1%	13%	0%	-1%	4%

# Following part:
No.	smiles	B2AR arrestin	p53 reactivation	a7 integrin act	ASM inhibitor	TRPV1 ag	BRCA1 expr up
11	COc1ccc(OC)c(N)c1	-0.2%	-2%	0%	-2%	-1	1%
12	O=C(COC(=O)c1cccnc1Cl)NCCc1ccc(F)cc1	-0.5%	8%	0%	1%	.	-1%
13	CC(C)(C)C(=O)N1CCN(c2ccc([N+](=O)[O-])cc2-n2cccc2)CC1	7.2%	-2%	-43%	-12%	?	-5%
14	CCOc1cc(CNCc2ccccn2)ccc1OCC(=O)NC(C)(C)C	0.0%	1%	-39%	3%	5	-31%
15	C(=N\NC1=Nc2cccc3cccc1c23)/c1cccnc1	0.4%	0%	-9%	-18%	8	35%
16	CC(C)(C)NC(=O)Nc1ccccc1C(N)=O	0.7%	-6%	25%	-1%	0	-1%
17	CCCc1cc(=O)oc2c(C)c(OCC(=O)Nc3cccnc3)ccc12	-0.1%	0%	-9%	0%	29	-2%
18	CCN(C(=O)c1cc2c(C)nc3ccccc3c2o1)c1cc(Cl)ccc1OC	0.8%	1%	-8%	-13%	?	-64%
19	Cc1nn(-c2ccccc2)c(Cl)c1/C=N/NC(=O)c1cccc(S(=O)(=O)N2CCCC2)c1	-1.0%	-4%	3%	3%	-6	-22%
20	CN(CC(=O)NCc1cccnc1)S(=O)(=O)c1ccc(F)cc1	-0.2%	-1%	18%	3%	2	19%

No.	USP2a block	Eya2 phos inh	ELG1 genotox	PTAP TSG101 blk	uPA surface inh
11	0%	-8%	-1%	-8%	-1%
12	1%	8%	2%	0%	17%
13	3%	7%	-7%	-5%	7%
14	3%	-5%	-3%	0%	-6%
15	0%	7%	?	-8%	-5%
16	1%	5%	-2%	0%	2%
17	2%	-30%	-1%	-1%	-1%
18	-12%	-4%	-15%	-2%	1%
19	3%	-2%	1%	0%	4%
20	-2%	14%	2%	-2%	0%

# Entries of single compounds from above. Values in the order: B2AR arrestin	p53 reactivation	a7 integrin act	ASM inhibitor	TRPV1 ag	BRCA1 expr up	USP2a block	Eya2 phos inh	ELG1 genotox	PTAP TSG101 blk	uPA surface inh
# CCOc1cc(CNCc2ccccn2)ccc1OCC(=O)NC(C)(C)C across the screens: 0.0%	1%	-39%	3%	5	-31%	3%	-5%	-3%	0%	-6%
# CCCc1cc(=O)oc2c(C)c(OCC(=O)Nc3cccnc3)ccc12 across the screens: -0.1%	0%	-9%	0%	29	-2%	2%	-30%	-1%	-1%	-1%

# The listing picks up; the 2 compounds before the break are reprinted first.
No.	smiles	B2AR arrestin	p53 reactivation	a7 integrin act	ASM inhibitor	TRPV1 ag	BRCA1 expr up
19	Cc1nn(-c2ccccc2)c(Cl)c1/C=N/NC(=O)c1cccc(S(=O)(=O)N2CCCC2)c1	-1.0%	-4%	3%	3%	-6	-22%
20	CN(CC(=O)NCc1cccnc1)S(=O)(=O)c1ccc(F)cc1	-0.2%	-1%	18%	3%	2	19%
21	Cc1ccc(S(=O)(=O)NC(C(=O)OCC(=O)NC2CCS(=O)(=O)C2)C(C)C)cc1 (configuration not stated)	-2.5%	1%	8%	5%	-6	-8%
22	Cc1ccc(C(=O)Nc2ccc(C(=O)O)cc2NC(=O)c2ccc(C)cc2)cc1	-0.4%	-7%	-55%[inhibitor]	6%	-1	31%
23	CCOC(=O)n1c(=O)oc2cc(S(=O)(=O)N3CCOCC3)ccc21	-0.4%	0%	11%	3%	9	-6%
24	O=C(NCC(=O)N(CCc1ccccc1)C(C(=O)NC1CCCCC1)c1ccncc1)c1ccco1 (configuration not stated)	0.8%	-1%	0%	0%	6	-29%
25	COC(=O)c1ccc(COc2ccc(/C=N/O)cc2)o1	0.1%	0%	-6%	2%	18	76%
26	CCCCCCc1cc2cc(S(=O)(=O)c3ccc(C)cc3)c(=O)oc2cc1O	-0.1%	0%	-6%	i	?	-2%
27	CC(=O)Nc1ccc(NC(=O)C(C)OC(=O)CCCOc2ccc(Cl)cc2C)cc1 (configuration not stated)	0.2%	2%	9%	-21%	-3	19%
28	COc1ccc(-c2noc(CCC(=O)Nc3cc(Cl)c(OC)cc3OC)n2)cc1	0.9%	10%	-17%	?	-7	41%
29	Cc1c[nH]c2cccc(OCC(O)CNC(C)(C)C)c12 (configuration not stated)	0.3%	5%	-24%	1%	-3	4%
30	Cc1ccnc(N=Cc2nc(-c3ccccc3Br)oc2O)c1	0.0%	5%	-10%	15%	-15	?

No.	USP2a block	Eya2 phos inh	ELG1 genotox	PTAP TSG101 blk	uPA surface inh
19	3%	-2%	1%	0%	4%
20	-2%	14%	2%	-2%	0%
21	-1%	-3%	0%	1%	.
22	0%	7%	?	-2%	15%
23	-1%	6%	5%	-9%	.
24	-1%	12%	-5%	-12%	0%
25	2%	-2%	-3%	-1%	1%
26	0%	-2%	-3%	-5%	7%
27	1%	1%	4%	4%	-1%
28	-7%	15%	?	-3%	-9%
29	0%	-23%	1%	-6%	.
30	0%	11%	12%	-4%	-17%

# (more compounds)
No.	smiles	B2AR arrestin	p53 reactivation	a7 integrin act	ASM inhibitor	TRPV1 ag	BRCA1 expr up
31	Cc1ccc2nc(-c3ccccc3)nc(SC(C)C(=O)NCc3cccs3)c2c1 (configuration not stated)	0.1%	6%	.	.	1	.
32	Cc1cc(C#N)c(C)c(SCc2[nH]nc3c2C(c2ccccc2)C(C#N)=C(N)O3)n1 (configuration not stated)	-0.8%	0%	3%	-2%	4	-1%[1.84 µM]
33	c1ccc2c(c1)OCCOCCOCCOCCOc1ccccc1OCCOCCOCCO2	-0.2%	1%	-8%	7%	-3	-35%
34	COCC(=O)Nc1cc(C)cn(Cc2cccc(C(F)(F)F)c2)c1=O	-1.1%	.	11%	0%	?	0%

No.	USP2a block	Eya2 phos inh	ELG1 genotox	PTAP TSG101 blk	uPA surface inh
31	4%	16%	-1%	.	.
32	-1%	-3%	-3%	-4%	0%
33	5%	2%	-8%	-4%	-6%
34	-1%	10%	2%	-3%	3%
